Screening results from PubChem.
LMP1 NFkB inh: inhibitors of Epstein-Barr LMP1-induced NF-kappaB reporter; LMP1-induced NF-kappaB luciferase reporter cells, luminescence; inhibition, % at 12.5 µM; hit rate 0.69% among 350,000; in the data active means inhibition above about 41%;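 further: 0% = neutral control wells and 100% = reference inhibitor control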
Peg3 prom inh: reduces Peg3 promoter-driven luciferase expression in HeLa; AID 588405; HeLa PEG-Prom luciferase reporter, luminescence, overnight; hit rate 1.7% among 360,000; inhibition, % at 20 µM;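 active means inhibition of at least 50% at 20 µM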
KKLEB cytotox: counter-screen for CF NF-kB inhibitors: cytotoxicity | hit rate 0.36% among 360,000 | KKLEB CF airway cells viability, ATPlite luminescence, overnight; active compounds read low; cells stimulated with P. aeruginosa culture filtrate | activity change (cytotoxicity), % at 5 µM;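 active means corrected activity change at or below -50% at 5 µM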
NR2E3 ag-1: activates human NR2E3 receptor; CHO-S Gal4-NCOR/VP16-NR2E3 two-hybrid, luciferase; inhibition of corepressor binding, % at 3.98 µM; hit rate 0.35% among 360,000; AID 602229;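 active means inhibition above the mean of all tested compounds plus 3 SD, cut at about 70% in these data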;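 further: 0% = DMSO with NR2E3 transfected cells and 100% = cells lacking NR2E3 construct; higher means lower luciferase signal from less NR2E3 corepressor binding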
Target sequence (Q9Y5X4 whole entry, looked up, the tested form may be a part): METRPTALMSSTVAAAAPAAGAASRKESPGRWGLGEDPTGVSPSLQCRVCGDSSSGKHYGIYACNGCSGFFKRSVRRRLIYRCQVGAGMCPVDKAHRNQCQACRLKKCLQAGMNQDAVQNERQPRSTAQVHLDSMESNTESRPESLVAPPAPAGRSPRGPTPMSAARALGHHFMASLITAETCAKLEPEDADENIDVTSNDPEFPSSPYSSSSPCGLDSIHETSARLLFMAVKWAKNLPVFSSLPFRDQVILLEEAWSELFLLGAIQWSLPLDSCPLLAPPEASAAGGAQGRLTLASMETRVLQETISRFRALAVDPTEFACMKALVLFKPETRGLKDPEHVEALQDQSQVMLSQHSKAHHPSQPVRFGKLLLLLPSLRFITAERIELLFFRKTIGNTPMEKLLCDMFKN
TRAIL sens C8: sensitizes caspase-8 expressing cells to TRAIL. NB7+C8 cells + TRAIL, ATPlite viability luminescence. inhibition (viability loss, TRAIL sensitization), % at 10 µM. hit rate 1% among 360,000. AID 624354;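 active means compounds causing at least 50% loss of cell viability in the single-dose screen, relative to plate controls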
HIF-2a inh: blocks HIF-2a reporter activity. 786-0 RCC cells HIF-2a reporter, luciferase luminescence, overnight. inhibition, % at 18.8 µM. hit rate 0.72% among 360,000. AID 624352;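 active means inhibition of the luminescence signal of 40% or more relative to plate controls, in a single-dose primary screen at 18.75 µM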
NR2E3 ag-2: activates human photoreceptor nuclear receptor NR2E3; Q9Y5X4; GST-NR2E3/biotin-RetCOR TR-FRET, 1536-well; inhibition of corepressor binding, % at 4.78 µM; hit rate 0.12% among 320,000; AID 2300;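 active means percent inhibition above the cutoff of mean plus 3 SD of all tested compounds, set per screening campaign, cut at about 20% in these data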;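 further: 0% = DMSO wells and 100% = biotin wells as full block of FRET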
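Material: NR2E3–RetCOR corepressor complex | Quantity: 1.35 nM GST-tagged NR2E3 final | Schedule: 5 h at 4 °C | Replication: Singlicate compound wells | Reagent: RetCOR corepressor, biotinylated, 7 nM | Controls: Biotin wells as high control, 0.6% DMSO wells as low control | Signal: TR-FRET, Eu(K)-anti-GST donor, streptavidin-D2 acceptor, ex 340, em 617/671 nm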
Shn3 3UTR inh: reduces Shn3 3'UTR luciferase signal in osteoblasts; Clone20 osteoblast Shn3 3'UTR firefly luciferase, 24 h; inhibition, % at 12.5 µM; hit rate 0.52% among 360,000; AID 588674;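 active means mean inhibition of at least 75% with every replicate also reaching 75%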;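 further: 0% = median of neutral control wells and 100% = pilot-screen positive control compound; some compounds past the cut are filed as inactive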
hiPSC survival: hiPSC single-cell survival enhancement. survival enhancement, % at 20 µM. ATPlite luminescence; 100% = ROCK inhibitor wells, 0% = DMSO. hit rate 0.044% among 360,000; in the data active means survival enhancement above about 18%;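 further: cells exposed to compounds for 16 hours before the ATP read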
TRPM1 prom inh: MITF TRPM1 promoter inhibition in SK-MEL-5 cells; SK-MEL-5 TRPM1 promoter luciferase, 24 h; inhibition, % at 12.5 µM; hit rate 0.83% among 330,000;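 active means mean inhibition across replicates of 60% or more, whatever share of single replicates reaches that level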; further: values of inactives mirror those of a sister screen read the other way
CF NFkB block: inhibitors of cystic fibrosis induced NF-kB | KKLEB NF-kB-GFP reporter, PAF-induced, GFP fluorescence overnight | inhibition, % at 5 µM | hit rate 0.86% among 360,000;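 active means at least 50% inhibition at 5 µM, scaled per plate between neutral and stimulator controls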;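 further: PAF is a Pseudomonas aeruginosa culture filtrate used as stimulus; plate controls were PAF-stimulated DMSO wells for no effect and unstimulated DMSO wells for full effect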
The depositor's hits bear a star; / = not tested or not shown.

Compound,LMP1 NFkB inh,Peg3 prom inh,KKLEB cytotox,NR2E3 ag-1,TRAIL sens C8,HIF-2a inh,NR2E3 ag-2,Shn3 3UTR inh,hiPSC survival,TRPM1 prom inh,CF NFkB block
CC(=O)C1=C(C)N(c2ccccc2)C(=O)C1(NS(=O)(=O)c1ccc(N)cc1)C(F)(F)F (stereo not given),9,0,1,16,-1,14,0,-4,-2.6,1,18
CCN1CCN(c2oc(COc3ccc(-c4ccccc4)cc3)nc2C#N)CC1,13,-30,-7,-12,-1,-36,1,8,0.7,-16,0
CCOC(=O)C(Cc1c[nH]c2ccccc12)NC(=O)c1ccco1 (stereo not given),-13,-9,-1,14,-8,-4,1,10,1.6,-5,-15
COc1ccc(C(=O)N/N=C(\c2ccccc2)c2ccccn2)cc1,22,38,-7,-10,46,10,3,87*,-0.3,55,13
Cc1cc2nc(CN(C)Cc3c(C(=O)N(C)C)nc4ccc(Cl)cn34)[nH]c2cc1C,4,16,-9,10,-9,4,1,-29,1.4,-2,14
COc1ccc(OC)c(S(=O)(=O)N2CCCC(C(=O)NCCc3ccccc3)C2)c1 (stereo not given),-14,6,19,-26,-14,-9,2,9,-0.1,2,-18
COC(=O)C1=C(C)N(C)C(=O)NC1c1cc(Cl)c(O)c(OC)c1 (stereo not given),1,2,-1,-16,6,13,2,-1,3.6,5,1
CC(=O)c1ccc(S(=O)(=O)NCc2cccnc2)cc1,-6,26,7,-36,21,12,-2,22,-0.4,-1,-10
Cc1ccnc(NC(=O)Cn2c(=O)oc3cc(S(=O)(=O)N4CCCC4)ccc32)c1,-3,7,1,-13,-6,4,2,-65,-1.0,5,10
CCOC(=O)c1oc2c(O)c(O)ccc2c(=O)c1-c1nncn1-c1ccccc1,3,2,3,9,4,10,4,-1,0.0,2,-4
COc1ccc2nc(N3C(=O)C(O)=C(C(=O)c4ccco4)C3c3ccco3)sc2c1 (stereo not given),3,-3,5,-2,13,7,/,-8,-2.1,11,-6
CN(CCN1CCOCC1)Cc1nc(-c2cccs2)no1,6,-4,-13,11,0,-1,-2,6,3.0,/,0
COc1ccc([N+](=O)[O-])cc1N(CC(=O)N1CCCCC1)S(C)(=O)=O,3,5,10,-12,2,5,4,1,3.7,2,7
CCOC(=O)c1ccc(S(=O)(=O)N2CCC(C(=O)NCC3CCCCC3)CC2)cc1,-1,5,1,-17,1,3,1,7,-0.1,-5,-11
CCCc1cc(=O)oc2cc(OCC(=O)Nc3ccc4c(c3)OCCO4)ccc12,1,10,4,-24,2,9,-4,9,0.5,2,-2
COc1ccc(C2C(C#N)=C(N)N(N(C)C)C3=C2C(=O)CCC3)cc1 (stereo not given),0,6,11,-33,-7,14,-1,7,-0.1,-19,-20
CCCCC(CC)C(=O)Nc1ccc(Cl)cn1 (stereo not given),-3,6,7,8,5,22,-3,13,-1.7,3,0
CC(C)(C)C(=O)COC(=O)c1cc(-c2ccncc2)nc2ccccc12,0,-8,3,4,2,18,-28,2,0.5,8,-15
O=C(Nc1ccccn1)c1cccc(S(=O)(=O)N2CCOCC2)c1,24,7,-1,11,2,15,-2,-1,0.8,4,2
O=C(c1ccco1)N1N=C(c2ccc(Cl)cc2)CC1c1ccco1 (stereo not given),10,-18,-5,8,3,-77,1,11,-0.5,5,12
Cc1ccccc1OCC(=O)Nc1ccc(S(=O)(=O)Nc2onc(C)c2C)cc1,-19,0,10,-6,4,-5,5,-2,0.3,-11,-8
O=C(c1cccnc1)c1cccnc1,-8,1,12,36,-1,11,1,-8,-0.7,11,-28
COc1cc(C(=O)NC(=S)Nc2nc(-c3ccc(F)cc3)cs2)cc(OC)c1OC,2,-41,3,-8,-24,-5,-2,-22,-0.4,-21,-26
CCOc1ccc(S(=O)(=O)N2CCC(c3ccccc3)CC2)cc1C(=O)O,-2,5,0,-54,-3,9,-2,-14,0.3,-6,14
CCOc1ccc(NC(=O)CN2C(=O)NC(CCc3ccccc3)C2=O)cc1OCC (stereo not given),-6,-9,5,4,-15,4,/,-3,-0.4,4,-3
COCN(C#N)c1nc(OC)nc(OC)n1,5,5,14,2,-19,8,2,-12,0.1,10,-17
O=C(Nc1cccc(S(=O)(=O)N2CCCC2)c1)c1ccc2ccccc2n1,10,-7,-7,-7,-5,-52,-1,-5,-0.4,-1,15
CCC1(c2ccccc2)NC(=O)N(CC(=O)N2CCc3ccccc32)C1=O (stereo not given),-11,14,7,37,12,11,/,-10,0.3,6,-5
CC(C)N(c1ccccc1)c1ccc(NC(=S)NCCN(C)C)cc1,-10,23,-11,11,-3,-10,-2,44,-1.9,-5,-5
Cc1ccccc1-n1nc2c(c1NC(=O)C(C)C)CS(=O)(=O)C2,-8,10,12,-14,-2,21,0,8,-0.9,8,-9

Other results:
Compound,LMP1 NFkB inh,Peg3 prom inh,KKLEB cytotox,NR2E3 ag-1,TRAIL sens C8,HIF-2a inh,NR2E3 ag-2,Shn3 3UTR inh,hiPSC survival,TRPM1 prom inh,CF NFkB block
CCN1CCN(c2ccc(S(=O)(=O)N3CCCCC3)cc2NC(=O)Cc2c(F)cccc2Cl)CC1,-3,9,9,6,6,14,1,-7,-0.1,-5,10
COc1cc(NC2c3ccccc3C(=O)N2Cc2ccccc2)cc(OC)c1OC (stereo not given),2,0,5,1,-13,12,3,23,0.4,-2,-5
O=C(CN(C(=O)CCC(=O)Nc1nccs1)c1ccc(F)cc1)NCC1CCCO1 (stereo not given),-9,9,6,-9,-10,20,1,-3,-1.8,-2,-10
CC(Oc1ccc(Cl)cc1Cl)C(=O)NNC(=O)c1ccncc1 (stereo not given),-6,6,-1,12,-2,3,1,0,-0.3,7,19
CC(C)Cn1c(=O)c2ccccc2n2c(SCC(=O)N3c4ccccc4CC3C)nnc12 (stereo not given),14,35,-18,8,16,9,0,9,-1.9,5,4
S=C(NNC(=S)Nc1ccccc1)Nc1ccccc1,-25,-370,4,-59,9,-242,1,-33,-0.7,-59,-14
O=C(c1ccc2c(c1)OCCO2)N1CCN(Cc2ccccc2)CC1,13,-30,14,-17,4,-26,2,-10,-1.5,-5,11
O=C(O)COc1ccccc1/C=N/Nc1ccc(S(=O)(=O)Nc2ccc(Cl)cc2)cc1[N+](=O)[O-],-6,-5,16,-54,-2,15,2,10,-0.8,4,16
COc1cc(C(=O)OCC(=O)N2CCOCC2)c([N+](=O)[O-])cc1OC,3,22,9,15,1,8,6,-5,-0.8,1,-1
CCN1C(=O)CC(N2CCN(c3ccc(Cl)cc3)CC2)C1=O (stereo not given),3,-3,-8,7,8,-6,-1,0,0.4,1,7
COc1ccc(NC(=O)CN(C)C(=O)CCCNC(=O)c2ccc(Cl)cc2)cc1,-8,-66,11,-19,-11,-108,2,-35,-0.3,-24,-6
COc1ccc(Nc2nnc(-c3ccc(C(N)=O)cc3)c3ccccc23)cc1,2,23,4,5,1,22,1,29,-0.7,9,3
COc1cc(C2C(C#N)=C(N)OC3=C2C(=O)CC(C)(C)C3)ccc1OCCN1CCOCC1 (stereo not given),2,-19,6,-26,-3,-25,-3,-37,-0.3,-1,3
O=C1CC(Sc2nnnn2-c2ccccc2)C(=O)N1c1cccc(Cl)c1 (stereo not given),-7,116*,-15,-18,3,40,0,90*,0.8,16,45
CC(=O)N(C)c1ccc(NC(=S)Nc2ccccc2)cc1,10,-36,6,0,-8,-41,0,4,-1.5,-2,2
Cc1[nH]c2ccccc2c1/C=N/Nc1nncn1N,-8,-138,-1,-51,6,-190,-3,-33,-1.8,-2,-1
COCCCN1CC(=O)N2C(c3ccc(OC)c(OC)c3)c3[nH]c4ccccc4c3C[C@H]2C1=O (stereo not given in full),1,8,-10,-15,3,12,-5,-4,-0.1,7,6
O=C(NCc1ccccc1)C1COc2ccccc2O1 (stereo not given),-8,-49,-6,-31,-18,-41,1,-39,1.5,-16,11
Cc1ccc(F)c(Oc2cc(NN3CCCCC3)c([N+](=O)[O-])cc2[N+](=O)[O-])c1,-3,20,-7,23,5,19,3,1,-0.9,-1,35
CC(OC(=O)c1cc2sccc2n1C)C(=O)NCc1ccc(F)cc1 (stereo not given),-21,7,-27,10,8,1,2,0,-2.0,-3,5
O=C1CCCC2=C1C(c1ccsc1)CC(=O)N2c1ccccc1F (stereo not given),3,-6,8,-15,-10,0,2,-13,-0.5,10,-2
CCOCC(=O)Nc1nnc(Cc2ccc(OC)cc2)s1,15,-8,-14,15,-6,-2,-1,-16,5.4,-4,2
COc1ccc2nc(Nc3nc(CSc4nnnn4-c4ccccc4)cc(=O)[nH]3)nc(C)c2c1,4,74*,-46,-24,37,5,0,19,-1.6,23,23
Cc1cc2c(cc1C)/C(=C\C(N)=O)NC(C)(C)C2,-4,9,9,12,15,10,-2,-3,-2.1,-3,9
CCCCOc1ccc(N=Cc2cccs2)cc1,-11,-11,11,11,-11,5,-2,2,-1.4,-23,2
CN(C(=O)c1coc(=O)c2ccccc12)c1ccccc1Cl,-2,-5,11,-11,-2,15,0,8,2.0,3,15
Cc1csc2sc(-c3ccnc(SCC(=O)NCc4ccccc4)n3)c(C)c12,16,-18,-3,12,23,-12,3,2,-0.2,11,2
Cc1nc(NC(=S)NC(=O)c2ccco2)sc1C(=O)N(C)C,0,-16,18,-8,-13,-55,-1,-12,-0.2,-12,-59
COc1ccc(NC(=O)CSc2nc(N)c3cc4c(nc3n2)CCCC4)c(OC)c1,-9,-18,-12,17,7,-25,7,-8,4.6,-27,-12
CC(=O)Nc1ccc(NS(=O)(=O)c2cn(C)c(=O)n(C)c2=O)cc1,4,-1,14,-24,-5,0,5,-6,-1.8,-7,7
COc1cc(OC)c(C(=O)OCC(=O)Nc2c(C)n(C)n(-c3ccccc3)c2=O)cc1OC,-5,-15,15,-18,2,-1,0,-8,-0.4,-5,-26
CC(=O)Oc1ccc(C(=O)NCc2ccc3c(c2)OCO3)cc1,-7,-1,-8,20,19,4,2,21,4.0,3,7
CSC1=NCCCN1C(=O)c1c(-c2ccccc2Cl)noc1C,-4,6,5,3,8,9,4,-4,0.6,1,8

Two entries from above in a different format:
Each structure is followed by: LMP1 NFkB inh	Peg3 prom inh	KKLEB cytotox	NR2E3 ag-1	TRAIL sens C8	HIF-2a inh	NR2E3 ag-2	Shn3 3UTR inh	hiPSC survival	TRPM1 prom inh	CF NFkB block
CCOc1ccc(NC(=O)CN2C(=O)NC(CCc3ccccc3)C2=O)cc1OCC (stereo not given)
→ -6	-9	5	4	-15	4	/	-3	-0.4	4	-3
CC(=O)C1=C(C)N(c2ccccc2)C(=O)C1(NS(=O)(=O)c1ccc(N)cc1)C(F)(F)F (stereo not given)
→ 9	0	1	16	-1	14	0	-4	-2.6	1	18

These rows are one share of the data; rates above refer to the full screens.
